Assay outcomes as filed in PubChem.
KDM4E inh: JMJD2E (human) inhibition; B2RXH2; JMJD2E catalytic domain, FDH-coupled NADH fluorescence (FDH is formaldehyde dehydrogenase); 230,000 tested, 1.6% active; Potency, µM (highest dose often 57.1 µM), for the others: at the top dose activity change, negative = inhibition, hits mostly inhibitors; active means well fitted inhibition curve with a large enough effect, not every such curve was filed as active; inconclusive means small, poorly fitted or top-dose-only effect, or another doubt; inactive means no such curve, though single readings can be large or run the other way;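 further: 0% = wells with enzyme and -100% = buffer wells without enzyme; nearly all actives have a fitted effect of over 50% in size; many of its hits are not listed in these tables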
Target sequence (B2RXH2 1-337 limits assumed): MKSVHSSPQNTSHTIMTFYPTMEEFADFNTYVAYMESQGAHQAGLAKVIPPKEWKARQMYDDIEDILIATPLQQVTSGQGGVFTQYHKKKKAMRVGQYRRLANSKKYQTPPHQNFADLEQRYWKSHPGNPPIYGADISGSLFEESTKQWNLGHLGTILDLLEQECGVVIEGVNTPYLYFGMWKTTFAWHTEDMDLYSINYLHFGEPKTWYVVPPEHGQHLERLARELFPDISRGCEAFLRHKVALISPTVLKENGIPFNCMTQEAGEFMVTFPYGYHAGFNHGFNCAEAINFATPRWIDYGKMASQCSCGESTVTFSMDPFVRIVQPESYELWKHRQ
Luc counter: counter-screen: inhibitors of Kinase-Glo firefly luciferase; Q27757; Potency, µM (top dose mostly 38.3 µM), inactives show top-dose activity change, negative = inhibition, usual class: inhibitors; Kinase-Glo luciferase, ATP luminescence, 8 min; 200,000 tested, 0.28% active; further: on the % scale 0 is the no-effect control and ±100 the full control effect; nearly all actives have a fitted effect of over 60% in size
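Inhibition of Kinase-Glo luciferase light generation was assessed at 10 uM ATP in pH 7.2 imidazole buffer, with luminescence measured after eight minutes at ambient temperature.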
RGS12 GoLoco inh: inhibitors of human Gai1-RGS12 GoLoco interaction (red fluorophore) | 230,000 tested, 0.44% active | P63096 | Potency, µM (doses to about 61.6 µM), for inactives: at the top dose activity, negative = inhibition, most hits filed as inhibitors | AID 880 | Gai1:RGS12 GoLoco peptide FP, rhodamine, 10 min; active means well fitted inhibition curve with a large enough effect, not every such curve was filed as active; inactive means no such curve, though single readings can be large or run the other way; further: on the % scale 0 is the no-effect control and ±100 the full control effect; nearly all actives have a fitted effect of over 30% in size; many of its hits are not listed in these tables
NPSR antagonist: antagonists of human neuropeptide S receptor cAMP signaling; Q6W5P4; CHO-NPSR cells, cAMP TR-FRET, antagonist mode; Potency, µM (highest dose often 38.3 µM), without a hit: at the highest dose activity change, negative = inhibition, hits mostly inhibitors; 220,000 tested, 1% active; further: on the % scale 0 is the no-effect control and ±100 the full control effect; nearly all actives have a fitted effect of over 50% in size; many of its hits are not listed in these tables
RECQ1 inh: RECQ1 (human) helicase inhibition. P46063. RECQ1 DNA unwinding, red fluorescence kinetic read. Potency, µM (series often up to 57.3 µM), for inactives: at the top dose activity, negative = inhibition, actives largely listed as inhibitors. 240,000 tested, 0.54% active;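 further: plate controls were vehicle for no effect and no enzyme for full effect; nearly all actives have a fitted effect of over 30% in size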
Target sequence (P46063 whole entry, looked up): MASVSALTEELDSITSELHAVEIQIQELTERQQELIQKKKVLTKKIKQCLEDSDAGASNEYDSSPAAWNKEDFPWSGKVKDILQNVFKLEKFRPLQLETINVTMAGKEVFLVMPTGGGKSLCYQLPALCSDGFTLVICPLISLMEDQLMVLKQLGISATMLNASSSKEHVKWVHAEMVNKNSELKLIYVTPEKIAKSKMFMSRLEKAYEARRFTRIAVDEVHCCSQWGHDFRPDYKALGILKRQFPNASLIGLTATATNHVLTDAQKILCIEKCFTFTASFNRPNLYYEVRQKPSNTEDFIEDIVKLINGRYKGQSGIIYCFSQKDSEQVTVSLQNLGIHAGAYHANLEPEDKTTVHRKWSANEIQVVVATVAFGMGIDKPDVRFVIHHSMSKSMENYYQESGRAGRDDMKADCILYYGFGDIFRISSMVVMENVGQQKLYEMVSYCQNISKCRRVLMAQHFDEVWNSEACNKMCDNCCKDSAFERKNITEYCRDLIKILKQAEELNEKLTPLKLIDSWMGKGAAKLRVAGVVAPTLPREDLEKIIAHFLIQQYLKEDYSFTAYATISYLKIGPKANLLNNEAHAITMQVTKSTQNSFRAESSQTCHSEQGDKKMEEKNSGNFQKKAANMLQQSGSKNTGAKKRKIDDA
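RECQ1T1 50 nM; forked duplex (20 bp + 30-nt ss tails) 200 nM, ATP 2 mM final; pH 8.0, 2 mM MgCl2, 2.5 ug/ml poly(dI-dC); 15 min compound preincubation; discontinuous kinetic read over 2 h at RT.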
IMPase Li inh: membrane-permeable IMPase blocker, potentiated with lithium | CHO-M1 cells, IP1 TR-FRET (IP-One), carbachol + lithium | Potency, µM (doses to about 59.4 µM), for the others: top-dose activity, negative = IMPase inhibition, most hits filed as inhibitors | 210,000 tested, 0.35% active;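 further: IP1 builds up when IMPase is blocked and the TR-FRET signal falls; plate controls were basal vehicle for no effect and high inhibitor control for full effect; nearly all actives have a fitted effect of over 50% in size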
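CHO-M1, 2000 cells/well, 16–30 h culture; cpd + low Li+, 30 min 37C; lysis with d2-IP1/Eu-anti-IP1 Ab, 10 min RT; TR-FRET 665/620 ratio and 620 channel; AC50 via Hill.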
Epigenetic reg: epigenetic control regulation, reporter derepression. murine LDR cells, GFP reporter derepression, 30 h. Potency, µM (highest dose often 53.9 µM), for the others: at the top dose GFP activation, usual class: activators. 280,000 tested, 0.2% active. AID 1865; further: % of control where 0% means no effect; nearly all actives have a fitted effect of over 60% in size
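GFP-positive cell count by laser-scanning cytometry (objects 20–120 um) after 30 h, 37 C compound exposure of murine LDR cells; reporter is CMV-GFP integrated at a silenced locus, inducible by HDAC or DNMT inhibitors.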
SMN2 splice enh: SMN2 splice variant enhancement | HEK293 SMN2-luciferase splicing reporter, luminescence, 30-36 h | Potency, µM (highest dose often 46.1 µM), for inactives: top-dose activity change, positive = activation, most hits filed as activators | 210,000 tested, 2.8% active | AID 1458; further: % of control where 0% means no effect; nearly all actives have a fitted effect of over 55% in size
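HEK293 cells carry an SMN2 minigene-luciferase reporter in which exon 7 inclusion puts luciferase in frame. Cells were seeded at 2000 cells/well, attached for 10-12 hours, then exposed to compounds for 30-36 hours at 37C before ONE-Glo luminescence.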
* = called active by the depositor; i = inactive; ? = inconclusive; . = no result given; [ ] = another dose, or the depositor's remark. Unless noted, the call rests on the fitted dose curve; in most records, active means well fitted curve in the direction sought with a large enough effect; inconclusive means small, poorly fitted or top-dose-only effect, or another doubt; inactive means no such curve, though single readings can be large; an effect the other way counts as inactive or inconclusive. Potency means the concentration at half of the fitted maximal effect. The list is partial; rates above refer to the full screens.

SMILES	KDM4E inh	Luc counter	RGS12 GoLoco inh	NPSR antagonist	RECQ1 inh	IMPase Li inh	Epigenetic reg	SMN2 splice enh
CCOc1ccccc1NC(=O)C(=O)/C=C(\O)c1cc(OC)ccc1OC	-24%	-4%	7%	-20%[46.1 µM]	-5%	16%[38.3 µM]	2.0%	-27%
Cc1ccc(/C=N/n2c(C)nc3ccccc3c2=O)o1	-16%	0%	8%	0%	i	0%	1.1%	7%
CCOC(=O)NC(=S)Nc1cccc(NC(=S)NC(=O)OCC)c1	1%	.	5%	-3%	i	-1%	-0.2%	.
COc1ccc(Nc2cc(C)c3c(O)cccc3n2)cc1	-27%	.	8%	-22%	i	.	2.0%	.
Fc1ccccc1/C=N/Nc1nc(N2CCCCC2)nc(N2CCCCC2)n1	-12%	-4%	15%	20%	-1%	23%	2.3%	-9%
N#C/C(=N\Nc1cccc(Cl)c1)C(=O)c1ccccc1	-3%	3%	5%	0%[46.1 µM]	-16%	13%[38.3 µM]	-1.0%	-42%[inhibitor]
O=C(CSc1nc2c(cnn2-c2ccc(F)cc2)c(=O)[nH]1)N1CCCc2ccccc21	?	.	.	-25%[46.1 µM]	i	.	-1.0%	.
COC(=O)C1=C(C)N(c2ccc(OC)c(OC)c2)C(=O)C1	3%	-4%	5%	3%[46.1 µM]	i	12%[38.3 µM]	-2.3%	-9%
CCc1sc2nc(SCC(=O)Nc3cc(C)on3)n(-c3cccc(OC)c3)c(=O)c2c1C	?	-2%	30%[activator]	-12%[46.1 µM]	-5%	?	6.5%	18%
CCNC(=O)OCC12CC3CC(CC(C3)C1)C2	-3%	3%	3%	13%[46.1 µM]	0%	4%	2.3%	-1%
CCc1ccc(NC(=O)NCC2CCN(c3ccc(OC)cc3)C2)cc1 (stereo not given)	-18%	.	-7%	-9%	i	.	-1.0%	.
Cc1cc(C)cc(C(=O)N2CCN=C2SCc2ccc([N+](=O)[O-])cc2)c1	1%	5%	134%[activator]	-42%	2%	-9%	-1.0%	-20%
CCCc1nc2oc3c(NCc4ccccn4)ncnc3c2c2c1COC(C)(C)C2	?	-5%	3%	9%[46.1 µM]	2%	-25%[38.3 µM]	1.3%	1%
Cc1cccc(-c2noc(Cc3ccc(Cl)cc3)n2)c1	3%	2%	6%	-16%[46.1 µM]	i	1%[38.3 µM]	-1.0%	?
CCN(CC)c1ccc(NC(=O)CSc2nc(C)cc(=O)[nH]2)cc1	-3%	-3%	5%	-18%[46.1 µM]	-5%	7%[38.3 µM]	-4.6%	-5%
c1cc(CNC23CC4CC(CC(C4)C2)C3)ccn1	5%	-3%	5%	6%	i	12%	2.1%	-11%
CCOC(=O)c1c(NC(=O)CSc2nnc(CN3CCOCC3)n2C)sc2c1CCCC2	4%	-1%	7%	-17%[46.1 µM]	-2%	33%[38.3 µM]	0.8%	-21%
CSc1nc(NCc2ccco2)c2sc3nc(C(C)C)c4c(c3c2n1)CC(C)(C)OC4	?	-1%	-11%	-5%[46.1 µM]	i	3%[38.3 µM]	-0.9%	-20%
CCOC(=O)CSc1nc2ccccc2c(=O)n1CCN1CCOCC1	4%	1%	-8%	-5%[46.1 µM]	-11%	5%	-0.8%	-5%
CC(C)N(CCn1cnc2c([nH]c3ccccc32)c1=O)C(C)C	?	.	0%	-4%	i	.	-1.0%	.
O=C(O)CONC(=O)c1cc(OCC(F)(F)F)ccc1OCC(F)(F)F	8%	4%	-2%	4%[46.1 µM]	-12%	-5%[38.3 µM]	-1.1%	-12%
N#Cc1ccc(Oc2ccc(-c3cnc4ccccc4n3)cc2)cc1C#N	5%	4%	-13%	?	-5%	2.8µM*	0.4%	-11%
CCSc1nc(C)c(CCOc2cccc(C)c2)c(=O)[nH]1	3%	-4%	7%	-5%	-2%	-5%	1.7%	-14%
CCOC(=O)C1CCCN(c2c(NCCc3ccc(S(N)(=O)=O)cc3)c(=O)c2=O)C1 (stereo not given)	2%	3%	4%	-10%[46.1 µM]	-5%	-8%[38.3 µM]	1.4%	-4%
CC(C)CN1CCN(Cc2cccn2-c2ccc(Cl)cn2)CC1CCO (stereo not given)	0%	.	8%	-21%	-5%	.	0.3%	.

Another view of part of the listing above:
SMILES,KDM4E inh,Luc counter,RGS12 GoLoco inh,NPSR antagonist,RECQ1 inh,IMPase Li inh,Epigenetic reg,SMN2 splice enh
Cc1ccc(/C=N/n2c(C)nc3ccccc3c2=O)o1,-16%,0%,8%,0%,i,0%,1.1%,7%
CCOC(=O)NC(=S)Nc1cccc(NC(=S)NC(=O)OCC)c1,1%,.,5%,-3%,i,-1%,-0.2%,.
COc1ccc(Nc2cc(C)c3c(O)cccc3n2)cc1,-27%,.,8%,-22%,i,.,2.0%,.

Continuation.
SMILES	KDM4E inh	Luc counter	RGS12 GoLoco inh	NPSR antagonist	RECQ1 inh	IMPase Li inh	Epigenetic reg	SMN2 splice enh
CN(C)C(=O)c1cc([N+](=O)[O-])ccc1O	2%	.	-5%	-7%	i	0%	-1.2%	.
O=C(COc1ccc(Br)cc1CNC1CCCC1)Nc1ccccc1	-2%	-1%	10%	-50%	i	15%	0.0%	-5%
CS(=O)(=O)Nc1ccccc1C(=O)NCCSCc1ccccc1	?	3%	3%	26%	i	2%	-3.1%	.
C=CCn1c(SCC(=O)Nc2ccc(C(=O)OC(C)C)cc2)nnc1-c1cccs1	?	1%	3%	-16%[46.1 µM]	-7%	?	0.0%	-7%
CCCCCCOc1ccc(N2C(=O)CC(N3CCN(CCN=CC4=C(O)CC(C)(C)CC4=O)CC3)C2=O)cc1 (stereo not given)	0%	-2%	3%	-4%	-13%	5%	4.5%	.
CC(C)CCNC(=O)[C@H](CC(C)C)NC(=O)[C@H]1O[C@@H]1C(=O)O	10%	1%	8%	9%	-6%	-2%	1.1%	-10%
COc1ccc(O)c(/C=N/N=C2/C(=O)Nc3ccccc32)c1	-3%	-5%	7%	-27%	i	0%	-0.2%	-4%
COc1cc2c(C)nc3c(cnn3-c3ccccc3)c2cc1OC	?	2%	8%	-34%	20%	18%	0.0%	30%
OC(COc1ccc(CNCc2cccnc2)cc1)CN1CCc2ccccc2C1 (stereo not given)	9%	-1%	4%	-10%	5%	12%	0.1%	.
Cc1cc(NC(=O)c2ccc(N3C(=O)CCC3=O)cc2)no1	1%	-2%	3%	-2%[46.1 µM]	-21%	1%[38.3 µM]	-1.0%	-5%
Cc1ccc(S(=O)(=O)NCCSc2nnnn2-c2ccc(C(N)=O)cc2)cc1	-1%	4%	16%	-10%[46.1 µM]	i	29%[38.3 µM]	-0.8%	-36%
OCCN1CCN(CCSc2ccccc2)CC1	-15%	.	.	-3%[46.1 µM]	i	.	0.6%	.
COc1ccc(CCNC(=S)Nc2ccccc2C)cc1	0%	1%	12%	-2%[46.1 µM]	-1%	-1%[38.3 µM]	-1.2%	?
CCOC(=O)c1[nH]c2ccccc2c1NC(=O)c1nonc1C	-25%	-4%	1%	1%[46.1 µM]	i	11%[38.3 µM]	0.0%	9%
CN(C)NC(=O)C12CCC(C)(C(=O)O1)C2(C)C (stereo not given)	-2%	1%	16%	15%	-3%	6%	0.0%	-1%
CC(C)(CSc1nncn1/N=C/c1ccco1)NS(=O)(=O)c1ccc(Cl)cc1	3%	-2%	4%	-18%[46.1 µM]	-2%	16%[38.3 µM]	-1.0%	22%
O=C(COc1ccccc1)NC(=S)Nc1ccc(Br)cn1	31%	.	1%	-17%	1%	.	4.1%	.
COc1ccc(NC(=O)Cc2coc3cc(C)ccc23)cc1S(=O)(=O)N1CCOCC1	-4%	2%	21%	-12%[46.1 µM]	0%	-4%	0.0%	-5%
COCCSc1ccccc1C(=O)Nc1ccc(Cl)cn1	1%	0%	10%	17%	-7%	10%	-1.0%	20%
O=C(COC(=O)c1cn(-c2ccccc2)nc1-c1ccccc1)c1ccc([N+](=O)[O-])cc1	9%	3%	-11%	0%	-23%	8%	-0.1%	-7%
Cc1ccc(Oc2ncccc2NC(=O)CC(CC(=O)O)c2ccccc2)c2c1CCC2 (stereo not given)	-10%	.	2%	-28%	0%	.	0.2%	.
C/C(Cl)=C/Cn1c(SCc2ccc(Cl)cc2)nc2c1c(=O)[nH]c(=O)n2C	10%	-1%	-3%	-10%[46.1 µM]	i	20%[38.3 µM]	-1.1%	?
Nc1ccc2c(c1)C(=O)N(CCCCCC(=O)O)C2	?	-5%	-3%	-9%[46.1 µM]	-7%	1%	-1.2%	1%
Cc1cc(=O)oc2cc(NC(=O)CCCC(=O)O)ccc12	?	-3%	6%	0%[46.1 µM]	-11%	-14%[38.3 µM]	-0.3%	-5%
CS(=O)(=O)N1CCN(c2ccccc2NC(=S)NC(=O)c2cccs2)CC1	-4%	-1%	13%	-49%	4%	9%	-0.2%	-15%
(more compounds)
SMILES	KDM4E inh	Luc counter	RGS12 GoLoco inh	NPSR antagonist	RECQ1 inh	IMPase Li inh	Epigenetic reg	SMN2 splice enh
Cc1cc2oc(=O)cc(CN3CCN(S(=O)(=O)c4ccc5c(c4)OCCO5)CC3)c2cc1C	-24%	-2%	-2%	-8%[46.1 µM]	-10%	5%[38.3 µM]	-3.9%	-47%[inhibitor]
CCn1c(C)nc2cc(C(=O)n3cc(C(=O)c4ccccc4O)cn3)ccc21	-9%	.	.	-8%[46.1 µM]	-1%	.	7.2%	.
CN(C)c1ccc(/C=C/c2nnnn2-c2ccccc2)cc1	?	-5%	-10%	-4%	-2%	6%	1.5%	16µM*
COc1ccc(N2CCN(C(=O)CCCC3=NS(=O)(=O)c4ccccc4N3)CC2)cc1	5%	-2%	4%	-10%[46.1 µM]	i	5%[38.3 µM]	-0.3%	-14%
O=C(NCCCO)c1cc2ccccc2[nH]1	?	.	1%	2%	i	-1%	0.0%	.
CCN1CCCC1Cn1cnc2c([nH]c3ccc(Cl)cc32)c1=O (stereo not given)	?	-2%	7%	-3%[46.1 µM]	0%	15%[38.3 µM]	1.4%	-21%
O=C(CCCCCN1C(=O)C2C3C=CC(C3)C2C1=O)Nc1nccs1 (stereo not given)	-8%	19%	1%	-1%[46.1 µM]	-11%	-7%[38.3 µM]	-1.4%	-27%
COc1ccc2c(c1)O[C@@H](c1cccc(C(F)(F)F)c1)[C@H](OC(=O)NCc1ccco1)C2=O	-4%	-2%	0%	.	i	9%	-0.1%	1%
CN(C)C(=O)C1C2NC(=S)N(c3ccccc3)C1(C)Oc1ccccc12 (stereo not given)	8%	0%	0%	30%	3%	-3%	1.2%	-54%[inhibitor]
